# Bioassay records (PubChem BioAssay)
# TWEAK-Fn14 inh: inhibitors of TWEAK-Fn14 interaction signaling; TWEAK-stimulated Fn14 reporter cells, luciferase luminescence, 8 h; inhibition, % at 10 µM; hit rate 2% among 360,000; in the data active = inhibition above about 50%
# hiPSC survival: enhancers of human iPSC single-cell survival; hiPSC single-cell survival, ATPlite luminescence; 100% = ROCK inhibitor wells, 0% = DMSO; survival enhancement, % at 20 µM; hit rate 0.044% among 360,000; AID 602274; in the data active = survival enhancement above about 18%;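 also: cells exposed to compounds for 16 hours before the ATP read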
# CF NFkB inh: inhibitors of cystic fibrosis induced NF-kB | KKLEB NF-kB-GFP reporter, PAF-induced, GFP fluorescence overnight | inhibition, % at 5 µM | hit rate 0.86% among 360,000 | AID 588850;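 active = at least 50% inhibition at 5 µM, scaled per plate between neutral and stimulator controls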;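 also: PAF is a Pseudomonas aeruginosa culture filtrate used as stimulus; plate controls were PAF-stimulated DMSO wells for no effect and unstimulated DMSO wells for full effect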
# KKLEB cytotox: counter-screen for CF NF-kB inhibitors: cytotoxicity | AID 602141 | KKLEB CF airway cells viability, ATPlite luminescence, overnight; stronger effect = lower value; cells stimulated with P. aeruginosa culture filtrate | activity change (cytotoxicity), % at 5 µM | hit rate 0.36% among 360,000;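 active = corrected activity change at or below -50% at 5 µM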
# HIF-2a block: HIF-2a inhibition | AID 624352 | 786-0 RCC cells HIF-2a reporter, luciferase luminescence, overnight | inhibition, % at 18.8 µM | hit rate 0.72% among 360,000;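 active = inhibition of the luminescence signal of 40% or more relative to plate controls, in a single-dose primary screen at 18.75 µM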
# Shn3 3UTR inh: reduces Shn3 3'UTR luciferase signal in osteoblasts; Clone20 osteoblast Shn3 3'UTR firefly luciferase, 24 h; inhibition, % at 12.5 µM; hit rate 0.52% among 360,000;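 active = mean inhibition of at least 75% with every replicate also reaching 75%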;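 also: 0% = median of neutral control wells and 100% = pilot-screen positive control compound; some compounds past the cut are filed as inactive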
# MITF TRPM1 inh: MITF TRPM1 promoter inhibition in SK-MEL-5 cells | inhibition, % at 12.5 µM | AID 488899 | hit rate 0.83% among 330,000 | SK-MEL-5 TRPM1 promoter luciferase, 24 h;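 active = mean inhibition across replicates of 60% or more, whatever share of single replicates reaches that level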; also: values of inactives mirror those of a sister screen read the other way
# NR2E3 ag-1: human photoreceptor-specific nuclear receptor agonism; Q9Y5X4; inhibition of corepressor binding, % at 3.98 µM; hit rate 0.35% among 360,000; AID 602229; CHO-S Gal4-NCOR/VP16-NR2E3 two-hybrid, luciferase;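 active = inhibition above the mean of all tested compounds plus 3 SD, cut at about 70% in these data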;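 also: 0% = DMSO with NR2E3 transfected cells and 100% = cells lacking NR2E3 construct; higher means lower luciferase signal from less NR2E3 corepressor binding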
# Target sequence (Q9Y5X4 whole entry, looked up, the tested form may be a part): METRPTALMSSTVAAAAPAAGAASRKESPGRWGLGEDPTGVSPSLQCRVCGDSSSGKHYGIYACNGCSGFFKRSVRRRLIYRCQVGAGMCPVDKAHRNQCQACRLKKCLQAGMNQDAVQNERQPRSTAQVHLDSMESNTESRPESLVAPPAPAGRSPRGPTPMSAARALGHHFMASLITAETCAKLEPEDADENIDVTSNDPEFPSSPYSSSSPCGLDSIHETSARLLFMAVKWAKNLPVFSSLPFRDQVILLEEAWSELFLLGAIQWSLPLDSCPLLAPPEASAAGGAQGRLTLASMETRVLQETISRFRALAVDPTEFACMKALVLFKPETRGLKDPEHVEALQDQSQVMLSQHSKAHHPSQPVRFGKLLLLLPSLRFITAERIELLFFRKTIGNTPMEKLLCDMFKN
# NR2E3 ag-2: NR2E3 (human) agonism; AID 2300; inhibition of corepressor binding, % at 4.78 µM; hit rate 0.12% among 320,000; GST-NR2E3/biotin-RetCOR TR-FRET, 1536-well; Q9Y5X4;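 active = percent inhibition above the cutoff of mean plus 3 SD of all tested compounds, set per screening campaign, cut at about 20% in these data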;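 also: 0% = DMSO wells and 100% = biotin wells as full block of FRET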
#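 Assay system: NR2E3–RetCOR corepressor complex. Quantity: 1.35 nM GST-NR2E3. Buffer or medium: pH 7.5 Tris-based buffer. Reagent: biotinylated RetCOR corepressor at 7 nM final. Schedule: 5 h at 4 °C. Detection: TR-FRET, emission read at 617 and 671 nm. Replicates: one well per compound, singlicate testing.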
# aDG glyco up: alpha-DG glycosylation activation | Pro5-aDG cells, alpha-DG glycosylation AlphaScreen (IIH6); 0% Pro5, 100% B10-LARGE cell signal | activation, % at 10 µM | hit rate 0.22% among 360,000;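 active = activation of at least 8% versus controls, or a plate z-score of at least 8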;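 also: Pro5 are CHO cells carrying HIG-tagged alpha-DG that lacks glycosylation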
# Peg3 promoter: Peg3 promoter activity inhibition; hit rate 1.7% among 360,000; inhibition, % at 20 µM; HeLa PEG-Prom luciferase reporter, luminescence, overnight;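 active = inhibition of at least 50% at 20 µM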
# An asterisk follows results filed as active; · = not tested or not shown.
SMILES,TWEAK-Fn14 inh,hiPSC survival,CF NFkB inh,KKLEB cytotox,HIF-2a block,Shn3 3UTR inh,MITF TRPM1 inh,NR2E3 ag-1,NR2E3 ag-2,aDG glyco up,Peg3 promoter
CCOC(=O)N1CCN(S(=O)(=O)c2ccc3c(c2)SC(C)C(=O)N3)CC1 (stereo not drawn),19,-1.7,11,-20,1,28,18,46,2,1.7,16
CCCNC(=O)C1(C)CCN1C(=O)C1(c2ccccc2)CC1 (stereo not drawn),10,-3.2,-46,23,6,-6,·,-6,·,0.0,9
COc1cc(OC)cc(C(=O)OCC(=O)N2CCCC2)c1,27,-0.7,11,-17,-5,-5,-2,19,0,0.0,6
COc1ccc(-c2ccc3c(c2)[C@@H]2C[C@H](N(C)S(=O)(=O)c4ccccc4)[C@H]([C@H](C)O)C(=O)N2CC3)cc1,13,-2.4,-26,14,-1,21,11,-43,·,0.0,-2
COc1ccc(C2OCC3(CO2)SC(N)=NC3=O)cc1 (stereo not drawn),2,-0.1,2,1,0,-16,-15,-12,1,0.1,2
CCCn1c(C)nc2c(c1=O)c1nc3ccccc3nc1n2-c1ccccc1,-21,0.3,-7,1,9,17,-6,5,·,0.2,-11
COc1ccc(OC)c(NC(=S)N2CCN(C(=O)C3CCCO3)CC2)c1 (stereo not drawn),7,-0.4,-23,10,15,0,16,4,·,0.0,1
CCc1nnc(NC(=O)CN2CCN(Cc3cccc(F)c3)CC2)s1,53*,-0.3,9,9,-1,-14,0,3,1,-0.2,-12
Cc1cnccc1NC(=O)c1cccs1,16,-0.4,12,2,21,9,-11,-8,2,-0.1,3
CN(C)S(=O)(=O)c1ccc(C(=O)NCc2cccs2)cc1,4,-1.5,5,-5,7,6,4,-12,-2,-0.2,-6
COc1cc(/C=C/C(=O)OCC(=O)c2c(N)n(C)c(=O)n(C)c2=O)ccc1O,-13,1.3,14,-6,18,11,6,6,-4,0.1,-8
CC(C)(C)OC(=O)N1CCC(CNC(=O)c2ccccc2)CC1,14,-0.5,-8,4,4,10,6,-1,-1,-0.1,-1
Cc1nc(SCC(=O)NCCc2ccccc2)c2c(=O)n(C)c(=O)n(C)c2n1,-2,0.2,-11,12,34,7,-2,-7,0,0.6,10
O=C(NCCCn1ccnc1)c1ccc(S(=O)(=O)Nc2ccccc2)cc1,-7,-0.2,10,-8,13,5,4,-30,-3,-0.1,4
CC(C)CC(NC(=O)C1CCCN1C(=O)[C@@H](C)NC(=O)OCc1ccccc1)C(=O)NCC(N)=O (stereo partly drawn),-10,0.1,10,0,3,-9,·,-15,-2,-0.1,7

# Individual results from the results shown:
# `CCCNC(=O)C1(C)CCN1C(=O)C1(c2ccccc2)CC1` (stereo not drawn) in Peg3 promoter shows 9
# `CC(C)CC(NC(=O)C1CCCN1C(=O)[C@@H](C)NC(=O)OCc1ccccc1)C(=O)NCC(N)=O` (stereo partly drawn) in hiPSC survival shows 0.1

# Returning to the listing; the two compounds before the break are reprinted first.
SMILES,TWEAK-Fn14 inh,hiPSC survival,CF NFkB inh,KKLEB cytotox,HIF-2a block,Shn3 3UTR inh,MITF TRPM1 inh,NR2E3 ag-1,NR2E3 ag-2,aDG glyco up,Peg3 promoter
O=C(NCCCn1ccnc1)c1ccc(S(=O)(=O)Nc2ccccc2)cc1,-7,-0.2,10,-8,13,5,4,-30,-3,-0.1,4
CC(C)CC(NC(=O)C1CCCN1C(=O)[C@@H](C)NC(=O)OCc1ccccc1)C(=O)NCC(N)=O (stereo partly drawn),-10,0.1,10,0,3,-9,·,-15,-2,-0.1,7
Cn1c(NNC(=O)C(c2ccccc2)c2ccccc2)cc(=O)n(C)c1=O,-10,-0.1,-4,-3,10,14,0,-9,2,0.1,27
C/C(=N/NS(=O)(=O)c1ccc(C)cc1)c1c(O)c2ccccc2oc1=O,16,-0.3,7,4,17,0,18,-14,0,0.1,18
CCOc1cc(NC(=S)Nc2cccc(OC)c2)c(OCC)cc1NC(=O)C(C)C,0,-0.8,6,6,-34,7,1,-12,-2,0.3,-1
COc1ccc(OC)c(CN2C(=O)c3ccccc3C2c2nnnn2Cc2ccccc2)c1 (stereo not drawn),-8,-0.9,·,·,-1,·,·,-7,·,-0.2,·
CCCNC(=O)C(Cc1ccccc1C)NC(=O)c1ccc(C(F)(F)F)cc1 (stereo not drawn),6,2.0,-37,7,4,14,7,-41,-2,0.1,-4
C[C@H]1CN([C@@H](C)CO)C(=O)c2cc(NC(=O)c3ccncc3)ccc2O[C@H]1CN(C)Cc1ccc(C(=O)O)cc1,-19,-0.4,10,-1,17,-6,8,0,·,0.1,5
Cc1ccc(C)c(NC(=O)COC(=O)c2c(-c3ccccc3)noc2C)c1,-6,3.6,-12,0,5,-3,·,-3,·,0.2,10
COc1ccc(/C=C/C(=O)NC(=S)Nc2ccccn2)cc1,-16,-0.7,24,-24,-282,-52,-73,-120,-3,0.2,-290
COc1cccc(C2NC(=O)CCC2[N+](=O)[O-])c1 (stereo not drawn),20,0.4,-4,-3,12,7,5,30,1,0.1,10
CC(NC(=S)NC1CCC(C(C)(C)C)CC1)c1ccccc1 (stereo not drawn),-3,0.9,18,-6,4,1,-22,-12,·,4.3,9
CC1C(=O)N(Cc2cn(CCC3OCCCO3)nn2)CCS(=O)(=O)N1Cc1ccc(-c2ccc(Cl)cc2)cc1 (stereo not drawn),49,2.2,-3,6,-18,74,·,28,·,0.6,42
NC[C@H]1O[C@H](O[C@H]2[C@H](O)[C@@H](O[C@H]3O[C@H](CO)[C@@H](O)[C@H](N)[C@H]3O)[C@H](N)C[C@@H]2N)[C@H](N)C[C@@H]1O,-4,14,7,28,14,13,-7,-10,6,0.0,9
CCOC(=O)C1CN(S(C)(=O)=O)c2cc(CC(=O)OC)ccc2O1 (stereo not drawn),4,-0.4,4,10,15,-54,-4,-37,0,0.0,2
COCCNC(=O)C(c1ccc(C)o1)N(CC1CCCO1)C(=O)Cn1nnc2ccccc21 (stereo not drawn),5,-0.1,11,-1,16,-4,4,4,1,-0.2,1
CC(C)CC(NS(=O)(=O)c1ccccc1)C(=O)O (stereo not drawn),-28,4.2,16,0,9,1,-5,-9,-4,-0.2,11
CN(Cc1ccccc1)C(=O)c1[nH]cnc1C(=O)NCC(=O)OC(C)(C)C,-3,0.6,-12,9,-9,8,-4,8,1,-0.3,-2
COc1ccc(CCNC(=O)c2cccc(-n3cnnn3)c2)cc1,-8,-2.1,26,1,-8,0,5,-45,·,-0.5,2
O=C(Cn1cc([N+](=O)[O-])ccc1=O)NCc1ccc(Cl)cc1Cl,18,-0.2,-4,3,-13,12,2,-30,-1,-0.1,18
NC(=O)c1c(NC(=O)C2CC=CCC2C(=O)O)sc2c1CCCCC2 (stereo not drawn),4,0.2,9,12,9,2,8,-1,6,0.2,5
Cc1nn(CC(=O)NCCCN2C(C)CCCC2C)c(=O)c2cc3occc3n12 (stereo not drawn),0,0.0,5,0,7,-20,-6,-14,-3,-0.1,3
Cc1ccc(C(=O)C[n+]2cccc3cc(C)ccc32)cc1,8,-0.3,-4,-6,13,9,9,-21,2,0.1,16
CC(C)CC(NS(=O)(=O)OCC(Cl)(Cl)Cl)c1ccccc1 (stereo not drawn),0,-0.3,14,14,29,24,-1,-7,-1,0.3,57*
O=C(Nc1ccccc1N(C(=O)c1ccco1)S(=O)(=O)c1cccs1)c1ccco1,7,4.3,-1,5,6,-4,14,-9,-1,-0.1,28
COc1ccc(S(=O)(=O)N2CCC(C(=O)NCc3cccnc3)CC2)cc1OC,-2,0.0,-20,0,11,-7,2,12,7,-0.2,7
c1ccc(NC2=NCCN2CCC2CCCC2)cc1,0,-2.7,20,-3,15,-3,0,-11,6,0.0,-1
COc1ccccc1OCCC(=O)Nc1nc(C)cs1,-2,0.2,3,-1,-26,-11,-4,-33,3,0.1,-14
Cc1csc(SCC(=O)Nc2cccc3nsnc23)n1,50,0.4,64*,-6,-86,-9,-18,16,-2,0.2,-75
COc1ccc(N2CCN(C(=O)COC(=O)/C=C/c3ccc(C(F)(F)F)cc3)CC2)cc1,9,-0.3,-14,-10,5,-9,0,-24,-1,0.6,9
Cc1cc(OCC(=O)OCC(=O)NC2CCCCC2C)ccc1Cl (stereo not drawn),-6,0.2,-20,11,-4,-10,-1,-15,4,-0.1,3
CCCOC1CCCN(C(=O)c2ccc(OC)c(OC3CCN(C(C)C)CC3)c2)C1 (stereo not drawn),-11,-0.5,-23,12,-11,-5,-4,-27,-4,3.6,-6
CCCC1(C(=O)O)NC(c2ccc(OC)cc2O)C2C(=O)N(c3ccc(OC)cc3)C(=O)C21 (stereo not drawn),3,0.4,13,-5,2,-16,-3,-9,1,-0.1,2
Cc1ccccc1OCC(=O)NNC(=O)c1ccc(-n2cncn2)c([N+](=O)[O-])c1,-2,-0.4,-14,13,2,-5,5,-24,-1,0.0,-7
COc1ccc(Cl)cc1NC(=O)CN(C)C(=O)c1ccc2c(c1)CC(c1ccccc1)OC2=O (stereo not drawn),31,-1.4,-3,10,12,30,8,14,1,0.0,38
COC(=O)c1ccc2nc(C)cc(Nc3ccccc3C)c2c1,-13,7.5,-21,-10,-4,10,8,-13,2,-0.1,1
COC(=O)c1nc(NC(=O)c2ccc(Cl)cc2)n[nH]1,17,-3.5,5,4,11,9,10,3,5,0.1,3
CCc1ccc(-c2cc(C(=O)Nc3ccc(S(=O)(=O)NC(C)=O)cc3)c3ccccc3n2)cc1,-4,-0.1,-11,7,-117,-22,-10,-46,0,0.4,-42
Cc1ccc(OCC(=O)NCCc2c[nH]c3ccccc23)cc1,-24,0.4,-10,-10,-14,-20,18,8,3,0.2,-4
CCCCN(C(=O)c1c(CC)noc1C)c1c(N)n(CCC)c(=O)[nH]c1=O,8,0.6,28,-2,3,-58,-3,-14,-2,0.1,10
CCCOc1ccccc1NC(=O)Nc1ccccc1Cl,-9,-1.8,-2,-13,5,-28,-37,-23,0,0.6,-4
COc1ccccc1CNC(=O)c1oc2ccccc2c1C,-4,-0.3,17,-11,-49,6,-11,-19,-1,0.0,-5
CC(C)c1cc(CN2C(C)COCC2C)cc(C(C)C)c1O (stereo not drawn),0,-2.8,5,-9,-7,0,-3,-25,·,1.1,4
O=C(NC1CC2CCC1C2)c1ccco1 (stereo not drawn),3,-0.3,12,4,-4,-19,-1,-8,4,-0.1,-12
c1ccc2c(CNc3ccc(CNc4ncn[nH]4)cc3)cccc2c1,-5,-3.5,0,3,-55,25,-6,-34,-4,0.5,-14
COC(=O)c1ccsc1NC(=O)c1ccc(Cl)s1,-32,-0.8,-19,8,9,-2,7,-12,2,-0.1,-14

# Rewritten tab-delimited: entries from further up.
mol	TWEAK-Fn14 inh	hiPSC survival	CF NFkB inh	KKLEB cytotox	HIF-2a block	Shn3 3UTR inh	MITF TRPM1 inh	NR2E3 ag-1	NR2E3 ag-2	aDG glyco up	Peg3 promoter
COc1ccccc1CNC(=O)c1oc2ccccc2c1C	-4	-0.3	17	-11	-49	6	-11	-19	-1	0.0	-5
COC(=O)c1ccc2nc(C)cc(Nc3ccccc3C)c2c1	-13	7.5	-21	-10	-4	10	8	-13	2	-0.1	1
